D2 potentiator: HTS Assay for Positive Allosteric Modulators of the Human D2 Dopamine Receptor: Primary Screen for Potentiators | 340,000 compounds, 0.34% hits | HEK293 T-REx D2, calcium flux, EC20 dopamine potentiation | AID 485347, 2010 | potentiation, % at 10 µM;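 active = potentiation over 3 SD above the plate norm, cut at about 30% in these data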; also: 0% is about no effect
Target sequence (P14416 whole entry, looked up): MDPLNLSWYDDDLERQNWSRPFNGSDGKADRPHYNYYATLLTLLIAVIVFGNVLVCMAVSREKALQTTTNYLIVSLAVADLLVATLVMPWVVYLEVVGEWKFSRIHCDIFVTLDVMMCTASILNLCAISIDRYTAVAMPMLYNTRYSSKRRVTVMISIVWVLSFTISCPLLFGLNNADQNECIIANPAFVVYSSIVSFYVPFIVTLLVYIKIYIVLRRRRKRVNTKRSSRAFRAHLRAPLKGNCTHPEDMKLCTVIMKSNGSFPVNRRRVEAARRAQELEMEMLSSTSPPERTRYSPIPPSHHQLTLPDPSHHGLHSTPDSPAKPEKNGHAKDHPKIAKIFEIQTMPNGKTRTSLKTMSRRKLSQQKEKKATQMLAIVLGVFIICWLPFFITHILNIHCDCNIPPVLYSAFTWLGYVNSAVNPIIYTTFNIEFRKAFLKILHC
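Primary screen. Calcium kinetics in induced HEK293 T-REx D2 cells: compound pre-addition 180 s, EC20 dopamine, 180 s more.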
Vif-APOBEC3G blk: qHTS for Inhibitors of Vif-A3G Interactions: qHTS; Potency, µM (highest dose often 46.1 µM), for the others: at the top dose activity, negative = active, actives largely listed as inhibitors; 410,000 compounds, 0.076% hits; HeLa A3G-eYFP + Vif (tagged APOBEC3G with the HIV-1 protein that degrades it), YFP fluorescence, overnight;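 also: potency is read from the fitted curve at half-maximal effect; % is scaled to controls: 0 for no effect and ±100 for the full control effect; nearly all actives have a fitted effect of over 60% in size; hits raise eYFP signal because A3G escapes Vif-driven loss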
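HeLa cells stably expressing Vif and C-terminally eYFP-tagged A3G, seeded overnight at 37 deg C, then exposed to compound by pintool overnight at 37 deg C. Rise in yellow fluorescence (Ex 488/Em 500-530, Acumen) marks blocked Vif-driven A3G degradation.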
Glioma ERSR ind: qHTS for Inducers of the Endoplasmic Reticulum Stress Response (ERSR) in Human Glioma: qHTS; 420,000 compounds, 0.02% hits; Potency, µM, inactives show top-dose activation, hits mostly activators; AID 602332, 2012; U87-MG GRP78 promoter luciferase reporter, 16 h; also: potency is read from the fitted curve at half-maximal effect; series mostly up to about 76 µM; % of control where 0% means no effect; nearly all actives have a fitted effect of over 35% in size
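Stably transfected U87-MG human glioma cells carrying a GRP78-based luminescent sensor were seeded at 1000 cells/well, pin-dosed with compounds and incubated 16 h. Luciferase reagent was then added, and end-point luminescence was read after 10 min at room temperature.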
D1 agonist: Allosteric Agonists of the Human D1 Dopamine Receptor: qHTS | D(1A) dopamine receptor (Homo sapiens), P21728 | 360,000 compounds, 1% hits | HEK293 T-REx D1 cells, calcium flux, agonist mode | activation, % at 2 µM; in the data active = activation above about 30%; also: 0% is about no effect
Target sequence (P21728 whole entry, looked up): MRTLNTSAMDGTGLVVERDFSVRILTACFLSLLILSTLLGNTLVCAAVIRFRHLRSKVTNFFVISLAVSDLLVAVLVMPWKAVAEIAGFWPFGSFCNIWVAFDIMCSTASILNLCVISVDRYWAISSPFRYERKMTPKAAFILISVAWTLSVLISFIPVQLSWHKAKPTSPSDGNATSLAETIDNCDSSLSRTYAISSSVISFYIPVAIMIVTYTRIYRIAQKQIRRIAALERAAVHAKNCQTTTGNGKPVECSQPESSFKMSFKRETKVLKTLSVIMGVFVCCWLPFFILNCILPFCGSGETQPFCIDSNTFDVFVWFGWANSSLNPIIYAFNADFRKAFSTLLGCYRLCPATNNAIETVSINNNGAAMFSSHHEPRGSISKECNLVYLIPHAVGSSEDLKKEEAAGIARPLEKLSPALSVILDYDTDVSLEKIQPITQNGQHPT
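Inducible HEK293 T-REx D1 cells, force-coupled to calcium signalling, were plated at 4000 cells/well with tetracycline and held overnight at 30 C. After no-wash calcium dye loading, compound-evoked calcium rise over 180 s flagged agonists.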
D1 potentiator: Potentiators of Human D1 Dopamine Receptor: qHTS | D(1A) dopamine receptor (Homo sapiens), P21728 | HEK293 TREx D1 cells, calcium flux, dopamine EC20 potentiation | potentiation, % at 10 µM | 360,000 compounds, 0.036% hits | AID 504651, 2011; in the data active = potentiation above about 30%; also: 0% is about no effect
RXFP1 ag: qHTS Assay for Agonists of the Relaxin Receptor RXFP1; 370,000 compounds, 0.3% hits; Potency, µM (doses to about 57.5 µM), without a hit: top-dose activation, most hits filed as activators; HEK293T-RXFP1 cAMP TR-FRET, 30 min; response scale: percent of porcine relaxin response, buffer zero; also: potency is read from the fitted curve at half-maximal effect; % is scaled to controls: 0 for no effect and ±100 for the full control effect; nearly all actives have a fitted effect of over 60% in size; many of its hits are not listed in these tables
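HEK293 cells stably expressing RXFP1, treated 30 min at 37C with compounds plus PDE4 inhibitor Ro 20174; cAMP measured by HTRF TR-FRET. Normalized to buffer and 29 nM porcine relaxin; EC50 by Hill fit.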
RXFP1 antag: qHTS Assay for Antagonists of the Relaxin Receptor RXFP1. Relaxin receptor 1 (Homo sapiens), Q9HBX9. HEK293-RXFP1, relaxin-stimulated cAMP HTRF, 30 min; active compounds read low. activity change, negative = inhibition, % at 57.5 µM. 350,000 compounds, 0.59% hits. AID 1259400, 2018;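 active = activity change of -60% or lower, but not beyond a set lower limit; inconclusive = change between -60% and -40%, or beyond the set limit; inactive = change above -40%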; also: % is scaled to controls: 0 for no effect and ±100 for the full control effect
D1 antagonist: Antagonist of Human D 1 Dopamine Receptor: qHTS; D(1A) dopamine receptor (Homo sapiens), P21728; activity change, negative = inhibition, % at 10 µM; HEK293 TREx D1 cells, calcium flux, dopamine EC80; active compounds read low; 360,000 compounds, 3.2% hits; in the data active = activity change below about -30%; also: % is scaled to controls: 0 for no effect and ±100 for the full control effect
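Antagonism measured as reduced calcium response to an EC80 dopamine addition following 180 s compound pre-read; cells were inducible HEK293 Trex D1 plated overnight at 30 C, read kinetically at 1 cycle/sec.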
Vif-A3F inh: qHTS for Inhibitors of Vif-A3F Interactions: qHTS. HeLa A3F-eYFP + Vif (tagged APOBEC3F with the HIV-1 protein that degrades it), YFP fluorescence increase. 390,000 compounds, 0.2% hits. Potency, µM (titrated, usually from 46.1 µM), for inactives: at the top dose activity, negative = active. AID 602313, 2012; also: potency is read from the fitted curve at half-maximal effect; % of control where 0% means no effect; nearly all actives have a fitted effect of over 65% in size
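HeLa cells stably expressing Vif plus C-terminally eYFP-tagged A3F were seeded, incubated overnight at 37 deg C, dosed with compound, incubated overnight again at 37 deg C. Yellow fluorescence (Ex 488/Em 500-530) reported blocked Vif-mediated A3F-eYFP degradation.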
Active calls of the source: *; ? = inconclusive; nt = no result given. Unless noted, calls follow the shape of the dose curve; as a rule, active = well fitted curve in the direction sought with a large enough effect; inconclusive = small, poorly fitted or top-dose-only effect, or another doubt; inactive = no such curve, though single readings can be large; an effect the other way counts as inactive or inconclusive.

SMILES	D2 potentiator	Vif-APOBEC3G blk	Glioma ERSR ind	D1 agonist	D1 potentiator	RXFP1 ag	RXFP1 antag	D1 antagonist	Vif-A3F inh
COCCCNC(=O)/C(=C\c1cccn1C)NC(=O)c1cccs1	9	9%	-2%	1	0	0.6%	-4	0	6%
Cc1ccc2c(CN3CCN(S(=O)(=O)c4ccccc4C(F)(F)F)CC3)cc(=O)oc2c1	-8	1%	-2%	2	-4	0.3%	3	16	4%
O=C(OC1CCOC1=O)c1cc(-c2cccc(Br)c2)nc2ccccc12 (configuration not stated)	25	1%	0%	3	0	0.6%	-10	4	-1%
COc1ccc(C(C)=O)cc1OCc1ccccc1	nt	-4%	-4%	nt	nt	nt	8	nt	3%
CCC(=Nc1ccc(Cc2ccncc2)cc1)c1c(O)n(C)c(=O)n(C)c1=O	1	4%	-3%	0	-1	0.3%	1	6	1%
COc1ccc(C(=O)CSc2nc3c(c(=O)n(C)c(=O)n3C)n2C)cc1	-1	nt	nt	2	1	4.8%	nt	-14	nt
O=S(=O)(c1ccc(-c2n[nH]c(=S)o2)cc1)N1CCCC1	-5	0%	-3%	1	2	9.4%	-19	3	9%
O=C(CC1CCCCC1)Nc1nc2ccccc2s1	9	-2%	8%	6	3	0.3%	-4	-9	-12%
O=[N+]([O-])c1ccc(O)c(C=Nc2ccc3c(c2)OCO3)c1	-12	0%	9%	4	-1	-2.3%	-10	24	-10%
Cc1nc(SCc2nc3ccccc3[nH]2)c2oc3ccccc3c2n1	2	-1%	3%	3	1	7.6%	-10	-10	1%
COc1ccc(S(=O)(=O)N(CC(=O)NCc2ccco2)c2ccccc2OC)cc1	-6	5%	-6%	2	-4	2.5%	1	3	-6%
CN(Cc1ccc(F)cc1)C(=O)c1cccc(S(=O)(=O)N2CCN(c3ccccc3)CC2)c1	17	1%	-2%	2	-1	2.2%	-10	-9	6%
CCN(CC)CCCNC(=O)c1oc2ccc(S(=O)(=O)N3CC(C)CC(C)C3)cc2c1C (configuration not stated)	-15	4%	-8%	7	-10	-0.2%	-17	1	-4%
CCC(=O)n1nc(NCc2ccc(OC)c(OC)c2)nc1NCc1ccc(OC)c(OC)c1	17	-1%	2%	6	-2	0.9%	-7	-1	0%
CC(C)CC(c1nnnn1Cc1ccco1)N1CCN(c2cccc(Cl)c2)CC1 (configuration not stated)	5	0%	-5%	18	1	0.9%	-3	6	-7%
COC(=O)NC1CC2C=CC1C1C=CC21 (configuration not stated)	nt	2%	-2%	nt	nt	nt	13	nt	-5%
Cc1ccc2c(CN3CCN(c4ccc(Cl)cc4)CC3)cc(=O)oc2c1	2	1%	-2%	0	3	-0.8%	-10	-4	0%
O=C(COC(=O)C12CC3CC(CC(Br)(C3)C1)C2)Nc1ccc2[nH]c(=O)[nH]c2c1	12	0%	-5%	4	0	1.3%	-10	-3	8%
CCCc1nnc(NC(=O)c2c(O)c3cccc4c3n(c2=O)CC4)s1	-3	1%	-2%	2	0	3.2%	nt	-22	4%
O=C(O)/C(=N/NC(=O)c1ccc(Cl)cc1)c1ccccc1	-18	0%	4%	2	4	-1.4%	-5	5	-8%
CC1(C(=O)OCC(=O)Nc2nc(-c3ccc(F)c(F)c3)cs2)CC1(Cl)Cl (configuration not stated)	0	-4%	-7%	8	-3	-3.4%	?	-26	-2%
Cc1ccccc1Nc1nc(N)nc(COC(=O)C2CCCCC2)n1	4	1%	7%	1	-4	4.0%	-1	6	3%
COc1ccc(-c2cn3nc(N4CCC(C(=O)Nc5ccc(C)cc5)CC4)sc3n2)cc1	6	4%	-1%	-1	3	6.1%	-10	10	0%
CCOc1ccc(N2CC(C(=O)Nc3cc(OCC)c(N4CCOCC4)cc3OCC)CC2=O)cc1 (configuration not stated)	-9	-1%	-2%	2	0	0.1%	-13	8	2%
CC(C)NC(=O)C1CCN(c2nc3ccccc3nc2C(F)(F)F)CC1	4	1%	-2%	5	-3	14%	nt	-7	12%
COc1ccc(S(=O)(=O)NC2CCCC2)c(OC)c1	-4	1%	-3%	3	3	1.0%	4	-20	6%
O=C(COc1ccc(Cl)cc1)NNC(=O)c1ccc2c(=O)n3c(nc2c1)CCC3	0	2%	-2%	2	0	-0.8%	-11	-1	-4%
O=C(c1cscn1)N1CCCC(N2CCN(c3ccc(F)cc3)CC2)C1 (configuration not stated)	11	2%	-4%	2	6	0.0%	-13	-8	6%
CC(C(=O)Nc1ccc(F)cc1Cl)N1CCN(S(=O)(=O)c2cccs2)CC1 (configuration not stated)	-4	1%	-5%	0	-7	3.0%	4	-25	-13%
COc1ccc(Nc2nnc(SCC(=O)NC3CCCC3)s2)cc1	nt	0%	9%	nt	nt	nt	-3	nt	-2%
COc1cc(Cl)c(C)cc1NC(=O)Cn1ncc2c(=O)oc3ccccc3c21	-1	1%	-4%	1	1	3.8%	nt	-1	-2%
CCN(CC(=O)Nc1ccc(NC(C)=O)cc1)C(=O)CCCOc1cccc(C)c1	8	-3%	-2%	6	1	0.2%	6	-5	-13%
COc1ccc(C(=O)/C=C2/c3ccccc3CC(C)(C)N2C)cc1OC	-9	-10%	-1%	-1	-9	-0.3%	5	-4	-6%
O=C(CSc1nc2c([nH]c3ccccc32)c(=O)n1-c1ccc(F)cc1)NC1CCCCC1	-6	?	-8%	0	-6	2.4%	-9	-20	-7%
CN(C)c1ccc(-c2nc(-c3ccco3)no2)cc1[N+](=O)[O-]	-1	0%	-6%	6	-2	-0.9%	nt	-8	-1%
O=C(NCC(=O)N1CCN(c2ccccc2O)CC1)c1ccc2ccccc2c1	2	6%	7%	0	0	-0.2%	-8	1	-2%
C=CCn1c(SCc2ccccc2)nc2scc(-c3ccc(C)o3)c2c1=O	-3	5%	-1%	2	-4	1.2%	7	12	-2%
Cc1ccc(-c2nc(-c3ccncc3)no2)cc1Cl	11	0%	0%	3	-1	2.4%	-1	13	-6%
O=C(NC(=S)Nc1cc(C(F)(F)F)ccc1Cl)c1ccccc1	-8	0%	1%	2	1	-1.3%	-2	-8	0%
CC(C)N1CN(c2ccccc2)C(=S)N(c2ccccc2)C1	0	-1%	3%	5	-5	-0.5%	-5	13	4%

Not a retest: an excerpt of the list.
SMILES	D2 potentiator	Vif-APOBEC3G blk	Glioma ERSR ind	D1 agonist	D1 potentiator	RXFP1 ag	RXFP1 antag	D1 antagonist	Vif-A3F inh
CC1(C(=O)OCC(=O)Nc2nc(-c3ccc(F)c(F)c3)cs2)CC1(Cl)Cl (configuration not stated)	0	-4%	-7%	8	-3	-3.4%	?	-26	-2%
Cc1ccccc1Nc1nc(N)nc(COC(=O)C2CCCCC2)n1	4	1%	7%	1	-4	4.0%	-1	6	3%
COc1ccc(-c2cn3nc(N4CCC(C(=O)Nc5ccc(C)cc5)CC4)sc3n2)cc1	6	4%	-1%	-1	3	6.1%	-10	10	0%

Going on with the list.
SMILES	D2 potentiator	Vif-APOBEC3G blk	Glioma ERSR ind	D1 agonist	D1 potentiator	RXFP1 ag	RXFP1 antag	D1 antagonist	Vif-A3F inh
Cc1ccccc1-n1c(SCC(=O)O)nc2sc3c(c2c1=O)CCCC3	1	-1%	-1%	0	-2	5.0%	-2	6	0%
Cc1cc(C(=O)OCC(=O)Nc2sc3c(c2C#N)CCC(C)C3)c2ccccc2n1 (configuration not stated)	2	0%	0%	-1	1	2.8%	-3	-4	-14%
CC(C)NC(=O)N(C)C[C@H]1OCCCC[C@@H](C)Oc2ccc(NC(=O)C3CCCCC3)cc2C(=O)N([C@H](C)CO)C[C@@H]1C	nt	-6%	-3%	nt	nt	nt	0	nt	-5%
CCOC(=O)N1CCN(C(=O)c2ccc3c(=O)n(CCc4ccccc4)c(=O)[nH]c3c2)CC1	3	-3%	-3%	1	-2	0.5%	10	-16	3%
COc1ccc(C2C(C(C)=O)=C(C)N=c3s/c(=C/c4ccc5c(c4)OCO5)c(=O)n32)cc1 (configuration not stated)	nt	nt	nt	3	0	-0.4%	nt	6	nt
Cn1c(CCNC(=O)c2ccco2)nc2cc(NS(=O)(=O)c3ccccc3)ccc21	2	2%	-6%	2	-7	1.3%	-5	-19	-2%
CCCCn1nc(NC(=O)COC)c2cc3ccc(C)cc3nc21	6	-1%	-3%	0	4	0.5%	15	10	-6%
Cc1ccc(C)c(N2CCN(C(=O)CN3C(=O)COc4ccc(S(=O)(=O)N5CCOCC5)cc43)CC2)c1	6	0%	-5%	-2	2	-1.7%	nt	-3	3%
CCOC(=O)N1CCC(NC(=O)C2=C(C)C(=O)OC23CCC(C)CC3)CC1 (configuration not stated)	1	3%	-3%	2	-1	0.7%	-4	-15	4%
OCC1OC(n2cnc3c(NC4CCCCC4)ncnc32)C(O)C1O (configuration not stated)	3	3%	1%	-3	-2	17%	nt	4	-7%
Cc1cccc([C@@H]2[C@@H]3C(=O)N(Cc4ccccc4)C(=O)[C@@H]3[C@]3(Cc4ccc(Cl)cc4)C(=O)N(c4cccc(Cl)c4)C(=O)N23)c1	-9	-2%	-4%	2	0	0.2%	nt	-8	-1%
COc1ccc(-c2cc(C(=O)OCC(=O)N(C)C)c3ccccc3n2)cc1	-5	3%	3%	1	-1	4.7%	3	-3	-4%
CN(C)CCCN(C(=O)COc1ccccc1)c1nc2ccc(F)cc2s1	-12	6%	0%	7	-3	1.6%	-7	3	1%
N#Cc1c(NC(=O)CSc2nc(N)cc(=O)[nH]2)sc2c1CCCCCC2	-1	-7%	-3%	1	-4	0.5%	12	0	-1%
Cc1cccc(C(=O)OCC(=O)c2cccc(Br)c2)c1O	11	2%	-3%	14	7	?	-4	-2	2%
CCCCCCCCC(=O)N/N=C(\C)c1cccnc1	-2	-5%	-2%	2	-2	-3.6%	-8	-2	nt

Only part of the results is shown. The share of hits here may be higher or lower than overall.
